Screening results: PubChem, National Center for Advancing Translational Sciences (NCATS)
Mito fusion act – blocks mitochondrial division or promotes mitochondrial fusion; S. cerevisiae fusion-defective mutant growth rescue, CellTiterGlo 48 h; Potency, µM (series often up to 46.1 µM), without a hit: at the highest dose growth rescue (activation), most hits filed as activators; 320,000 compounds, 0.23% hits; AID 485298;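 note: potency is the fitted concentration of half-maximal effect; % of control where 0% means no effect; nearly all actives have a fitted effect of over 45% in size; temperature-sensitive fusion mutants such as fzo1-1 at 37 °C on non-fermentable ethanol glycerol medium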
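S. cerevisiae fusion-defective temperature-sensitive mutants (e.g. fzo1-1, mgm1-5) grown 48 h at 37C in YPEG (ethanol/glycerol non-fermentable) medium with 23 nl compound per well; growth rescue read as CellTiterGlo luminescence.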
Menin MLL FP TR – inhibitors of human menin-MLL interaction, mutant MLL peptide. O00255. Menin + Texas Red MLL mutant peptide, fluorescence polarization. Potency, µM (series often up to 61.6 µM), for the others: at the highest dose FP activity change, negative = inhibition, most hits filed as inhibitors. 270,000 compounds, 0.23% hits. AID 1768; active = well fitted inhibition curve with a large enough effect in the polarisation, with a control signal flat, not every such curve was filed as active; inconclusive = small, poorly fitted or top-dose-only effect, or effect the other way, or a change in a side signal; inactive = no such curve, though single readings can be large or run the other way; the % refers to the polarisation; note: potency is the fitted concentration of half-maximal effect; % of control where 0% means no effect; many of its hits are not listed in these tables
NPC1 prom act – activates the NPC1 promoter; Huh7 NPC1 promoter luciferase reporter, 24 h; Potency, µM (titrated, usually from 9.22 µM), inactives show at the top dose activation, usual class: activators; 320,000 compounds, 2.4% hits;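 note: potency is the fitted concentration of half-maximal effect; % of control where 0% means no effect; nearly all actives have a fitted effect of over 60% in size; reporter is driven by a mutant NPC1 promoter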
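Huh7 reporter cells (NPC1 promoter driving luciferase) are dosed with compound for 24 h at 37 °C, 5% CO2; luciferase detection reagent is then added and luminescence measured after 10 min at ambient temperature.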
RORgamma inh – blocks mouse ROR gamma transcriptional activity; P51450; Drosophila S2 Gal4-RORgamma UAS-luciferase reporter, 20 h; Potency, µM (top dose mostly 53.6 µM), without a hit: at the highest dose activity change, negative = inhibition, most hits filed as inhibitors; 310,000 compounds, 5.4% hits; AID 2551; note: potency is the fitted concentration of half-maximal effect; % is set by controls: 0 for no effect and ±100 for the full control effect; nearly all actives have a fitted effect of over 60% in size
Target sequence (P51450 whole entry, looked up, the tested form may be a part): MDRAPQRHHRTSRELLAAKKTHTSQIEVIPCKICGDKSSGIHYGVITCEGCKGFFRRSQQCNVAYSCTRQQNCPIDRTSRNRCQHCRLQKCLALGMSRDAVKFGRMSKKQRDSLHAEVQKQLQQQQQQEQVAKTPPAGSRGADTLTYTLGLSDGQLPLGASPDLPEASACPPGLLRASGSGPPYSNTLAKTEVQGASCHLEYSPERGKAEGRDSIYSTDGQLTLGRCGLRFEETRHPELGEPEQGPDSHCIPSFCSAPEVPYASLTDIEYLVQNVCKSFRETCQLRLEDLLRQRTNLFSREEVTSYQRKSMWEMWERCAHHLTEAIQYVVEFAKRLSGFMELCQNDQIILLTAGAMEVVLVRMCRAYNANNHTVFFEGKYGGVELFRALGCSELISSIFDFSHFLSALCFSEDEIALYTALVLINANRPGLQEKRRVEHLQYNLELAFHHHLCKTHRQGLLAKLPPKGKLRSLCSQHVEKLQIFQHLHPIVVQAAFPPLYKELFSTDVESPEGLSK
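Compounds are pin-transferred onto Drosophila Schneider cells expressing a copper-inducible Gal4–ROR gamma transactivation domain fusion. After 1 hr, copper sulfate is added to 700 uM final; luciferase is read 20 hr later.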
Rab9 promoter act – Rab9 promoter activation; Huh7 Rab9 promoter-luciferase reporter, luminescence, 24 h; Potency, µM (top dose mostly 9.22 µM), without a hit: at the top dose activation, negative = inhibition, hits mostly activators; 320,000 compounds, 2.8% hits; AID 485297; note: potency is the fitted concentration of half-maximal effect; % of control where 0% means no effect; nearly all actives have a fitted effect of over 60% in size
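Cell-based reporter: Huh7 stable for Rab9 promoter-driven luciferase, plated in reduced-serum medium with 10% FBS at 1500 cells/well, compound-treated 24 h at 37 °C, luminescence read after 10 min reagent.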
PKM2 activator – PKM2 (human) enzyme activation. P14618. purified PKM2, Kinase-Glo ATP luminescence, activation; response scale: 0% is enzyme alone, no compound. Potency, µM (highest dose often 57.5 µM), for the others: at the top dose activation, most hits filed as activators. 260,000 compounds, 0.34% hits; note: potency is the fitted concentration of half-maximal effect; % is set by controls: 0 for no effect and ±100 for the full control effect; nearly all actives have a fitted effect of over 55% in size
Target sequence (P14618 whole entry, looked up): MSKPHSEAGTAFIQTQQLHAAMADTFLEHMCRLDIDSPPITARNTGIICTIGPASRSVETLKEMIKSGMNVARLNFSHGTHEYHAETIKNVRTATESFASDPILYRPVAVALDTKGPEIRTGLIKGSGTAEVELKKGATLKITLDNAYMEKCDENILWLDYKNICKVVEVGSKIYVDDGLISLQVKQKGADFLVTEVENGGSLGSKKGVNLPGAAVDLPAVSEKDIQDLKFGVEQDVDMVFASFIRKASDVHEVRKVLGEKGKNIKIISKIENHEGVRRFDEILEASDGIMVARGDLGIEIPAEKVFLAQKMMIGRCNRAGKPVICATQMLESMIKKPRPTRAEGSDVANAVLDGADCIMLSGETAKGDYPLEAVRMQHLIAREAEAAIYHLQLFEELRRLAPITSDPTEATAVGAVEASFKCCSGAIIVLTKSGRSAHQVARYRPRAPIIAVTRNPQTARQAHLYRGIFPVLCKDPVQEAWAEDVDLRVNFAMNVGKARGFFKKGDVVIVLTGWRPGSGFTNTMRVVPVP
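Purified hPK-M2 (>95% pure) converted ADP (0.1 mM final) to ATP with 0.5 mM PEP in 50 mM imidazole pH7.2, KCl, MgCl2, Tween 20, BSA; 1 h at room temperature. ATP detected by Kinase-Glo luminescence.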
VP16 counter – inhibits Gal4-VP16 luciferase reporter, ROR gamma counter-screen | Drosophila S2 Gal4-VP16 UAS-luciferase, luminescence, 20 h | Potency, µM (top dose mostly 53.6 µM), inactives show top-dose activity, negative = inhibition, usual class: inhibitors | 310,000 compounds, 3.5% hits;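 note: Gal4-VP16 expression switched on by copper sulfate through the metallothionein promoter; potency is the fitted concentration of half-maximal effect; % is set by controls: 0 for no effect and ±100 for the full control effect; nearly all actives have a fitted effect of over 50% in size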
KCNH2 3.1 block – inhibitors of human KCNH2 3.1 potassium channel isoform; U2OS KCNH2 3.1, thallium flux FluxOr; active compounds read low; activity change, % (tested at about 1.8 µM); 340,000 compounds, 0.95% hits; AID 720553;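 active = maximum activity change below -70%; inconclusive = maximum activity change from -70% to -50%; inactive = maximum activity change above -50%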;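 note: thallium influx rate constant from kinetic fluorescence after stimulation buffer; % is set by controls: 0 for no effect and ±100 for the full control effect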
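Thallium flux read-out: FluxOr dye with Red40 quencher in HBSS/HEPES, 45 min at RT. Rate constants from kinetic reads were normalized to positive and negative DMSO controls. Cells: U2OS virally expressing the 3.1 isoform.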
ELG1 repair inh – blocks ELG1-dependent DNA repair in HEK293T cells; HEK293T ELG1-luciferase reporter, luminescence, 16 h; DNA damage induced by 5-fluorouridine; Potency, µM (titrated, usually from 46.1 µM), inactives show top-dose activity change, negative = inhibition, most hits filed as inhibitors; 330,000 compounds, 2.3% hits; AID 504467; note: potency is the fitted concentration of half-maximal effect; % is set by controls: 0 for no effect and ±100 for the full control effect; nearly all actives have a fitted effect of over 55% in size
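5-Fluorouridine DNA damage + compound/DMSO, 2,000 cells/well, 16 h, 37 °C/5% CO2. ONE-Glo, 30 min RT, luminescence. Readout = decrease in reporter signal.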
FLuc modulator – counter-screen for miR-21 project: firefly luciferase inhibitors or activators; AID 588342; 360,000 compounds, 6.9% hits; Potency, µM (series often up to 57.5 µM), inactives show at the top dose activity change, negative = inhibition, usual class: inhibitors; purified FLuc, Km substrates, luminescence inhibition;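 note: potency is the fitted concentration of half-maximal effect; plate controls were vehicle for no effect and reference inhibitor for full effect; nearly all actives have a fitted effect of over 55% in size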
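Biochemical qHTS of compounds, final roughly 60 µM downward over six points, against 10 nM purified firefly luciferase using Km concentrations of substrates (10 uM D-luciferin, 10 uM ATP) in Tris acetate pH 7.5 buffer; luminescence output.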
MBNL1 CUG block – blocks human MBNL1 binding to CUG repeat RNA | Potency, µM (highest dose often 57.5 µM), for inactives: at the top dose activity change, negative = inhibition, usual class: inhibitors | Q9NR56 | AID 2675 | TR-FRET MBNL1-His/biotin-(CUG)12 binding, 665/545 ratio | 280,000 compounds, 0.036% hits; active = well fitted inhibition curve with a large enough effect in the signal ratio, with a control signal flat, not every such curve was filed as active; inconclusive = small, poorly fitted or top-dose-only effect, or effect the other way, or a change in a side signal; inactive = no such curve, though single readings can be large or run the other way; the % refers to the signal ratio; note: potency is the fitted concentration of half-maximal effect; % is set by controls: 0 for no effect and ±100 for the full control effect
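TR-FRET readout: Ex 340 nm, 665/545 nm emission ratio, normalized to buffer-only (basal) and MBNL1-(CUG)12 controls. Complex of MBNL1-His with Biotin-(CUG)12, compounds 92 nM–58 uM, incubated 60 min at room temperature.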
The depositor's hits bear a star; ? = inconclusive; · = not tested or not shown; [ ] = another dose, or the depositor's remark. Unless noted, calls come from the whole dose curve; as a rule, active = well fitted curve in the direction sought with a large enough effect; inconclusive = small, poorly fitted or top-dose-only effect, or another doubt; inactive = no such curve, though single readings can be large; an effect the other way counts as inactive or inconclusive.

SMILES | Mito fusion act | Menin MLL FP TR | NPC1 prom act | RORgamma inh | Rab9 promoter act | PKM2 activator | VP16 counter | KCNH2 3.1 block | ELG1 repair inh | FLuc modulator | MBNL1 CUG block
Cc1ccc(NC(=S)NCCN(C2CCCCC2)C2CCCC2)cc1C | 4.1% | ? | 0.3% | 5.01µM* | -10.2% | -6.6% | -1.0%[10 µM] | -33.5 | ? | -2.9% | -4.9%
CCOc1ccc2c(=O)c(Oc3ccccc3OCC)coc2c1 | 0.7% | ? | ? | ? | ? | -6.0% | 6.0% | 9.1 | ? | ? | -3.5%
Cc1cccc(OCCSc2ncnc3nc[nH]c23)c1 | 4.4% | 9.7% | -1.2% | -7.0% | 1.2% | 2.9% | 0.4% | -2.2 | 3.3% | -19.7% | 2.0%
CCCNCCC(c1ccco1)c1ccccc1OC (stereo not given) | -3.2% | ? | -3.1% | ? | -7.1% | -1.9% | ? | -12.8 | 16.2% | 0.2% | -13.3%
COC(=O)C1=C(N)Oc2cc(C)[nH]c(=O)c2C1c1ccccc1OC (stereo not given) | 1.8% | · | -5.4% | 1.6% | -1.1% | -0.5% | 1.5% | -44.9 | 0.0% | -0.7% | 1.4%
CC(C)CNC(=O)c1ccccc1NC(=O)CCSc1ccccc1 | 17.0% | 10.2% | -3.2% | 32.2% | 2.7% | 6.1% | 13.9% | 6.9 | -21.6% | -1.7% | 0.5%
CN1CCCC(OC(=O)c2ccccc2Br)C1 (stereo not given) | -4.1% | -0.2% | 3.0% | 0.0% | -0.3% | -6.1% | 1.8% | 12.8 | ? | 0.3% | 0.1%
CCN(CC(=O)Nc1cc(S(=O)(=O)N2CCCCC2)ccc1Cl)Cc1ccccc1 | ? | · | -5.9% | · | -2.4% | · | · | 0.3 | -5.3% | -1.9% | ·
COc1cc2c(cc1OC)C1O[C@](c3ccsc3)(C2)Oc2cc(C)n(Cc3ccccc3)c(=O)c21 | -0.5%[9.22 µM] | 2.8%[11.7 µM] | -0.2%[1.84 µM] | 34.3%[10 µM] | -4.5%[1.84 µM] | 1.1%[11.5 µM] | 0.2%[10 µM] | · | · | -1.1%[11.5 µM] | -6.3%[11.5 µM]
CCN1CCN(CCOc2ccccc2-c2ccccc2)CC1 | 0.2% | -22.8% | -3.4% | -7.9% | -3.6% | -7.7% | 6.6% | -20.0 | -2.8% | -1.0% | 0.3%
Cc1cc(C(F)(F)F)nc(SCCN2CCOCC2)c1C#N | 2.3% | -1.5% | -1.8% | ? | -8.2% | -3.5% | -4.7% | 2.1 | 0.1% | -16.3% | 0.9%
CC1CC(C)CN(c2ncc3c(n2)CC(c2ccc(Cl)cc2)CC3=O)C1 (stereo not given) | 0.1% | ? | 26.9% | 1.9% | -5.4% | -0.1% | 3.0% | -7.3 | -14.3% | -0.2% | -1.4%
Cc1ccc(C(=O)NCC(c2ccco2)N2CCc3ccccc32)cc1 (stereo not given) | 17.1% | · | -1.5% | · | -1.8% | · | · | -4.0 | -11.2% | 2.6% | ·
CCN(C(=O)CSc1nnc(-c2cccs2)n1N)c1c(N)n(Cc2ccccc2)c(=O)[nH]c1=O | -3.8% | · | 4.4% | · | 0.8% | · | · | -1.2 | 1.3% | 6.9% | ·
Cc1cc(C)cc(NC(=O)C2CCN(c3cnccn3)CC2)c1 | -3.3% | 1.7% | -2.0% | 3.6% | -1.2% | -1.8% | -6.1% | 3.9 | 0.0% | -6.2% | -1.4%
C=CCNC(=O)CN1CCN(C(c2ccccc2)c2ccccc2)CC1 | -2.7% | -15.3% | -1.3% | 7.1% | -5.1% | -4.2%[11.5 µM] | -1.5% | 0.8 | -10.1% | 0.5% | -0.7%
CS(=O)(=O)N(CC(=O)Nc1ccccc1F)C1CCCCC1 | 1.9% | 1.0% | 0.9% | -19.7% | -1.3% | 4.0% | 2.0% | 9.8 | -10.6% | -11.1% | 15.1%
COc1ccc(CN2CCNC(=O)C2CC(=O)NCCCC2CCCC2)c(C)c1C (stereo not given) | -1.2% | ? | 0.3% | 2.0% | -0.4% | -0.1% | -1.0% | -3.2 | 3.9% | -1.3% | 11.0%
CC(=O)N(C)c1ccc(NC(=O)c2ccccc2C(=O)O)cc1 | 5.4% | 1.7% | 1.6% | -20.9% | -7.2% | -5.5% | -10.4% | 0.4 | -12.0% | -4.2% | 14.6%
CCNC(=S)NNC(=O)c1cc(C)nc2ccccc12 | -14.4% | 6.2% | -3.4% | ? | -8.3% | -14.6% | ? | -14.9 | 13.2% | -13.9% | -8.7%
CCn1c(=O)c([N+](=O)[O-])c(NCCc2ccc(OC)c(OC)c2)c2ccccc21 | 3.7% | 0.7% | 0.6% | 34.3% | -7.5% | -2.4% | -11.3% | -5.3 | ? | 1.8% | ?
CC1CC(C)CN(CCCNC(=O)Cn2ncn3cccc3c2=O)C1 (stereo not given) | 0.8% | · | 2.4% | -16.7% | -5.3% | 3.7% | -4.3% | 7.4 | -1.9% | -1.9% | 1.2%
N#CCC(=O)N1CC2(CC(c3cccc(NC(=O)COc4ccc(Cl)cc4)c3)=NO2)C[C@@H]1C(N)=O (stereo not given in full) | 17.6% | · | -4.1% | 11.7% | -6.9% | -0.5% | -5.6% | 7.9 | 13.0% | 15.1µM* | 4.0%
CCOC(=O)N1CCN(c2c(Nc3cc(C)[nH]n3)c(=O)c2=O)CC1 | -3.0% | 5.6% | 0.2% | 13.9% | -8.5% | 3.2% | 3.9% | 9.8 | 2.5% | 3.7% | 5.5%
c1cncc(-c2nnc(-c3ccco3)o2)c1 | -5.2% | 8.1% | -2.2% | -0.1% | -5.6% | 1.0% | ? | -5.1 | ? | -0.4% | -3.9%
Cc1ccc(OCC(=O)Nc2ccc(S(=O)(=O)N3CCCCC3)cc2)c([N+](=O)[O-])n1 | -4.2% | ? | -8.9% | -6.7% | 0.0% | -0.4% | 0.7% | -15.2 | ? | -2.2% | ?
Cc1cc(C)n(-c2ccc(C(=O)OCC(=O)NCc3ccco3)cc2)n1 | 8.6% | -2.4% | -2.6% | 6.0% | 2.7% | 0.2% | -9.9% | -20.7 | 4.0% | 2.2% | -4.1%
COc1ccc(/C=N/NC(=O)c2ccc(N(C)S(=O)(=O)c3ccccc3)cc2)cc1OC | -1.1% | 27.1% | -0.2% | -0.6% | -2.1% | 8.8% | -5.2% | 10.3 | -28.7% | -8.0% | 26.9%
CCOC(=O)c1cccc(NC(=O)Cn2cnc3c2c(=O)n(C)c(=O)n3C)c1 | -4.7% | -2.9% | -2.8% | -16.3% | -4.1% | 7.2% | 2.5% | 8.1 | -6.7% | 3.9% | 3.6%
COc1cccc(COC(=O)C2CCN(S(=O)(=O)c3ccc(Cl)cc3)CC2)c1OC | 14.2% | · | 0.3% | · | -0.3% | · | · | 11.5 | -0.4% | -0.4% | ·
COc1ccc(Cl)cc1C(=O)NC(C)C | 3.7% | 0.1% | -3.6% | 12.5% | -2.4% | 0.2% | -0.2% | -2.4 | -11.3% | -1.0% | -2.7%
Cc1ccc(C(=O)Nc2nnc(-c3ccc(C(C)(C)C)cc3)s2)cc1 | -1.9% | 18.3% | -3.1% | -7.9% | 15.5% | -2.7% | -0.3% | -0.9 | ? | ? | 2.7%
c1ccc(-n2cc(CN3CCC(N4CCOCC4)CC3)c(-c3ccc4c(c3)OCO4)n2)cc1 | -8.2% | -11.5% | -4.7% | -20.5% | -3.3% | 0.5% | -4.1% | -14.5 | 2.7% | 2.1% | 3.9%
O=C(Nc1ccc(F)cc1F)c1ccc(S(=O)(=O)N2CCCCC2)cc1 | -0.7% | · | 2.4% | -8.6% | 8.4% | 0.2% | -15.9% | -4.8 | -16.0% | 1.1% | -5.8%
Cc1cc(NC(=O)CSc2nnc(C)o2)no1 | -4.1% | · | 1.1% | -1.5% | -2.9% | -1.1% | 6.6% | 8.9 | 13.9% | 0.9% | 0.6%
Cc1ccc(NC2=C(C(=O)c3ccccc3)N(C)S(=O)(=O)c3ccccc32)cc1 | -0.4% | -27.2% | -2.4% | -1.4% | 2.2% | -2.7% | -4.4% | 4.3 | -25.3% | 1.7% | -13.6%
CCC(=O)c1ccc(OCC(=O)N2CCN(C(=O)c3ccccc3)CC2)cc1 | -4.2% | · | -5.6% | · | -4.6% | · | · | -0.3 | -0.5% | -2.7% | ·
CN(c1ccccc1)S(=O)(=O)c1cccc(NC(=O)CCNC(=O)c2ccccc2)c1 | 3.9% | · | -3.9% | · | -4.2% | · | · | 34.9 | ? | 0.0% | ·

Not all compounds are listed, so the mix of outcomes need not match the whole.
